High-throughput results: PubChem, National Center for Advancing Translational Sciences (NCATS)
Apoferritin bind: candidate novel general anesthetic via apoferritin binding. apoferritin/1-aminoanthracene competitive binding, fluorescence. Potency, µM (highest dose often 77.5 µM), without a hit: at the top dose activity change, negative = displacement, actives largely listed as inhibitors. actives 0.074% (n = 350,000). AID 485281; note: potency is the fitted concentration of half-maximal effect; % is set by controls: 0 for no effect and ±100 for the full control effect; nearly all actives have a fitted effect of over 20% in size
Target sequence (P02791 2-175 limits assumed): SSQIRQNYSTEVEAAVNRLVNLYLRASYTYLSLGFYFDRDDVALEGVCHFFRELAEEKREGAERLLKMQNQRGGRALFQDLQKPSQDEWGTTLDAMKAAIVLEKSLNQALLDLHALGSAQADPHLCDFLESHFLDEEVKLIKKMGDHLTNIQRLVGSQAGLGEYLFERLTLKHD
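Apoferritin-based anesthetic binding model; compound displacement of fluorescent 1-AMA measured as endpoint fluorescence after 10 minutes at room temperature, scaled to free-ligand and complex controls.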
POLB inh: inhibitors of human DNA polymerase beta | P06746 | Pol beta primer extension/strand displacement, fluorescence kinetic | Potency, µM (top dose mostly 114 µM), inactives show top-dose activity change, negative = inhibition, hits mostly inhibitors | actives 1.3% (n = 340,000); note: potency is the fitted concentration of half-maximal effect; % is set by controls: 0 for no effect and ±100 for the full control effect
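Enzyme-only controls used 10 nM Pol beta; buffer lacking enzyme served as negative control. Compound preincubated 15 min, then 50 nM substrate added; 0 and 10 min reads at room temperature.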
Pol kappa inh: inhibitors of human DNA polymerase kappa; Q9UBT6; purified Pol kappa, fluorescent DNA synthesis assay, 10 min; Potency, µM (titrated, usually from 107 µM), for inactives: at the highest dose activity, negative = inhibition, most hits filed as inhibitors; actives 0.53% (n = 400,000); AID 588579; note: potency is the fitted concentration of half-maximal effect; % is set by controls: 0 for no effect and ±100 for the full control effect
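Pol kappa 10 nM + cpd, 15 min RT; start w/ substrate 50 nM final; fluorescence kinetic read, 0 and 10 min. Neg ctrl: buffer, no enzyme.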
ERG-DNA inh: blocks human ERG Ets domain binding to DNA. fluorescence polarization, His-ERG Ets domain / labelled DNA. Potency, µM (series often up to 76.9 µM), without a hit: top-dose FP activity, negative = inhibition, usual class: inhibitors. actives 0.028% (n = 370,000). AID 624246; active = well fitted inhibition curve with a large enough effect in the polarisation, with a control signal flat; inconclusive = small, poorly fitted or top-dose-only effect, or effect the other way, or a change in a side signal; inactive = no such curve, though single readings can be large or run the other way; the % refers to the polarisation;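 note: polarization taken with two DNA probes labelled with fluorescein and Texas red; potency is the fitted concentration of half-maximal effect; % of control where 0% means no effect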
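His-tagged ERG Ets domain (1 uM in the protein solution; 300mM KCl, 50mM Tris-HCl, 1mM EDTA, 1mM DTT, pH 7.5) received compound, then a probe mix of 5 nM fluorescein-DNA and 100nM Texas-615-DNA. Fluorescence polarization was read for both dyes.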
LDHA block: blocks human lactate dehydrogenase A | P00338 | purified LDHA, NADH/diaphorase-resazurin fluorescence; hits give low values | activity change, % (values are at about 110 or 230 µM) | actives 0.15% (n = 480,000) | AID 1347041; in the data active = activity change below about -30%; inconclusive = mostly about -25% to -30%;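 note: plate controls were DMSO wells for no effect and wells without enzyme for full effect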
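Remaining NADH was detected by diaphorase (0.133 mg/mL) converting 37 µM resazurin to fluorescent resorufin, read at 0 and 20 minutes. The preceding 5-minute room-temperature reaction used 2 nM LDHA, 0.2 mM sodium pyruvate and 0.06 mM NADH at pH 7.4.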
ALOX12 inh: ALOX12 (human) lipoxygenase inhibition | actives 1.1% (n = 580,000) | P18054 | Potency, µM (top dose mostly 108 µM), inactives show top-dose activity change, negative = inhibition, most hits filed as inhibitors | purified 12hLO, xylenol orange hydroperoxide absorbance; note: potency is the fitted concentration of half-maximal effect; % is set by controls: 0 for no effect and ±100 for the full control effect
Target sequence (P18054 whole entry, looked up): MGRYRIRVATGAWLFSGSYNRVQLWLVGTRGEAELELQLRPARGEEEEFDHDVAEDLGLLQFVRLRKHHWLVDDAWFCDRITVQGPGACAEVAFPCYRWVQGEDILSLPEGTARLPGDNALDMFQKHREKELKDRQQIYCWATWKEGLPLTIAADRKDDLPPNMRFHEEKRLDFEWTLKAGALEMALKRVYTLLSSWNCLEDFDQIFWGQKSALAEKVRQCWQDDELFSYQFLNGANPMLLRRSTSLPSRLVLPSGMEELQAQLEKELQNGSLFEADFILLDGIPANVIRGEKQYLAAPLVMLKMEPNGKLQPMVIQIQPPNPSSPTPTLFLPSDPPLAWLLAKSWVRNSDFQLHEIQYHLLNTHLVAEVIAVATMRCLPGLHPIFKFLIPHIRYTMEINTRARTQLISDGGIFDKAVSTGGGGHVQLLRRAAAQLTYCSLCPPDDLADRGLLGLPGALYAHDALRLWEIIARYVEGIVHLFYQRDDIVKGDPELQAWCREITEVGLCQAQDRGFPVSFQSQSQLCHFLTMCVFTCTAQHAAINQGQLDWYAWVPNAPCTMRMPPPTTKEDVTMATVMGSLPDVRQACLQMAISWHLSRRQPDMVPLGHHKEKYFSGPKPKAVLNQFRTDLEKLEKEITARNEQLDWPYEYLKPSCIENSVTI
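Purified human 12hLO at 150 nM in 25 mM Hepes, 0.01% Triton X-100, pH 7.0, preincubated 15 min at room temperature with compound. Reaction started with 40 uM arachidonic acid, 30 min at room temperature. Hydroperoxide measured by Fe-xylenol orange, 573/405 nm absorbance ratio.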
APEX1 inh: inhibitors of human APE1 endonuclease | actives 0.35% (n = 350,000) | Potency, µM (series often up to 65.8 µM), for the others: top-dose activity change, negative = inhibition, usual class: inhibitors | recombinant APE1, TAMRA/BHQ-2 abasic DNA cleavage fluorescence | P27695;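 note: potency is the fitted concentration of half-maximal effect; plate controls were vehicle for no effect and reference inhibitor for full effect; nearly all actives have a fitted effect of over 55% in size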
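Substrate: short duplex with […] THF abasic site, 5'-TAMRA and 3'-BHQ-2, 50 nM final. APE1 at 0.75 nM, preincubated 15 min RT with compound. Fluorescence increase from first to third read measured activity.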
RGS4 inh: inhibitors of human regulator of G protein signaling 4. Potency, µM (titrated, usually from 114 µM), without a hit: at the highest dose activity change, negative = inhibition, usual class: inhibitors. actives 0.039% (n = 390,000). P49798. Transcreener GDP fluorescence polarization, RGS4-accelerated GTP hydrolysis; note: potency is the fitted concentration of half-maximal effect; % is set by controls: 0 for no effect and ±100 for the full control effect; nearly all actives have a fitted effect of over 75% in size; some results filed as inactive show a strong effect at the top dose
Target sequence (P49798 whole entry, looked up): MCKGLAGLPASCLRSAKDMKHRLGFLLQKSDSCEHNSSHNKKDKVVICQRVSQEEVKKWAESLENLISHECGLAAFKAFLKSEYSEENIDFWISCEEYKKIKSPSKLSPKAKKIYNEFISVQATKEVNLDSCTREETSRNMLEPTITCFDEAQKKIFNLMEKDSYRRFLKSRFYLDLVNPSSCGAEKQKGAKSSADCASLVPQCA
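MLSMR compounds (23 nl, pin-transferred) preincubated 10 min at room temperature with a 500nM (2x) first reagent, then RGS4 at 900nM (2x) plus Transcreener GDP mix added; fluorescence polarization (620/688 nm) read before and after 90 min at 30 °C.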
Pol eta inh: inhibitors of human DNA polymerase eta; actives 1.2% (n = 390,000); recombinant Pol eta, fluorescent DNA replication assay; Q9Y253; Potency, µM (doses to about 114 µM), for the others: at the top dose activity change, negative = inhibition, usual class: inhibitors; note: potency is the fitted concentration of half-maximal effect; % is set by controls: 0 for no effect and ±100 for the full control effect
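Pol eta (10 nM) was preincubated with compounds for 15 min at room temperature, after which fluorescent replication substrate (50 nM final) was added to start the reaction. Fluorescence was read kinetically at 0 and 10 min.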
* hit, by the source's call; ? = inconclusive; nt = not tested or not shown; & = joins results of further samples; [ ] = another dose, or the depositor's remark. Unless noted, calls come from the whole dose curve; as a rule, active = well fitted curve in the direction sought with a large enough effect; inconclusive = small, poorly fitted or top-dose-only effect, or another doubt; inactive = no such curve, though single readings can be large; an effect the other way counts as inactive or inconclusive. The list is partial; the hit share may differ from the screen's.

SMILES	Apoferritin bind	POLB inh	Pol kappa inh	ERG-DNA inh	LDHA block	ALOX12 inh	APEX1 inh	RGS4 inh	Pol eta inh
CCOC(=O)c1nc(Nc2ccc(C)cc2)c2ccccc2n1	-22%	5%	-1%	7%	-5	163%[activator]	-3%	-18%	-17%
CCOC(=O)c1ccc2nc(C)cc(Nc3ccc(OC(C)C)cc3)c2c1	?	14%	1%	-4%	4&10	?	nt	10%	-19%
CC1OC2(C)OC(=N)C1(C#N)C(C#N)(C#N)C2c1ccccc1 (centres undefined)	284%[activator]	-3%	-7%	-15%	12	?	1%	-26%	?
COc1cc(C)nc(NC(=O)COc2ccc(Cl)cc2C)n1	9%	4%	0%	-4%	-7	28%	-7%	-11%	-8%
Nc1c(-c2ccccc2Cl)cnn1-c1cccc([N+](=O)[O-])c1	?	8%	-6%	-11%	0	-3%	-5%	-29%	-3%
COc1ccc(C)cc1NC(=O)NCc1ccccn1	-8%	6%	-2%	-3%	-1	-10%	2%	10%	-6%
O=C(CCc1nnc(Cc2c[nH]c3ccccc23)o1)NCC1CC12CCCCC2 (centres undefined)	?	-1%	-4%	-1%	-3	6%	13%	26%	-11%
COc1ccc(CC2(C)OC(c3ccc([N+](=O)[O-])cc3)=NN2C(C)=O)cc1 (centres undefined)	-7%	-27%	-5%	2%	10	56%[activator]	-4%	6%	-19%
CC(=O)c1ccc(S(=O)(=O)NCC2(N3CCOCC3)CCCCC2)cc1	nt	nt	8%	-3%	1	31%[activator]	7%	4%	-12%
CCc1cccc(NC(=O)C2CCC(CNS(=O)(=O)c3csc(C(N)=O)c3)CC2)c1 (centres undefined)	5%	-2%	1%	-1%	-6	-4%	nt	-7%	-8%
CCOC(=O)c1sc(NC(=O)C2c3ccccc3Oc3ccccc32)c(C#N)c1C	-14%	14%	2%	2%	-10	?	nt	?	-1%
Nc1nc(-c2ccccc2)cc(-c2ccccc2O)n1	49%[activator]	13%	-6%[60.1 µM]	nt	-8	-1%	10%	-13%	5%
O=C(O)COc1ccc(/C=N/NC(=O)C(O)(c2ccccc2)c2ccccc2)cc1	3%	1%	-2%	2%	3	-7%	7%	-21%	-18%
O=C(COc1coc(CN2CCc3ccccc3C2)cc1=O)Nc1cccc(F)c1	nt	nt	0%	5%	1	-15%	49%[activator]	-26%	-10%
COc1cc(/C=N/NC(=O)c2sc(N)c(C#N)c2C)ccc1O	-5%	-19%	?	17%	-1	7%	11%	0%	-6%

Brought forward from above: 2 entries, followed by the next part.
SMILES	Apoferritin bind	POLB inh	Pol kappa inh	ERG-DNA inh	LDHA block	ALOX12 inh	APEX1 inh	RGS4 inh	Pol eta inh
O=C(COc1coc(CN2CCc3ccccc3C2)cc1=O)Nc1cccc(F)c1	nt	nt	0%	5%	1	-15%	49%[activator]	-26%	-10%
COc1cc(/C=N/NC(=O)c2sc(N)c(C#N)c2C)ccc1O	-5%	-19%	?	17%	-1	7%	11%	0%	-6%
Cc1ccc(S(=O)(=O)NCCC(=O)OCC(=O)NCCc2ccccc2)cc1C	nt	nt	-12%	-12%	-11	1%	-2%	2%	-19%
CCOC(=O)c1c(C)c(C(=O)Nc2ccc3c(c2)OCCO3)c(C)n1C	3%	2%	-4%	-7%	1	-21%	12%	-15%	-12%
COCCN(C(=O)COC(=O)CCS(=O)(=O)c1ccccc1)c1c(N)n(Cc2ccccc2)c(=O)[nH]c1=O	nt	nt	-9%	-8%	-4	4%	18%	10%	-1%
Cc1c(Cl)cccc1N1C(=O)CC(NNC(=O)c2ccc3c(c2)OCO3)C1=O (centres undefined)	nt	nt	17%	-5%	-1	-1%	30%	1%	-16%
CCn1c(Cc2ccccc2)nnc1SCc1nc2ccccc2c(=O)[nH]1	5%	-5%	6%	2%	-2	1%	12%	15%	-3%
CCOC(=O)C1CCN(C(=O)c2cc(C)n(C(C)(C)C)n2)CC1	5%	-24%	-14%	-5%	-1	?	-3%	16%	-1%
CC(CN1CCCC1)OC(=O)C(c1ccccc1)c1ccccc1 (centres undefined)	-7%	?	0%	-1%	-3&10	?	-15%	10%	-1%
Cc1cc(C(=O)NNC(=S)NCc2ccco2)n(C)n1	6%	?	-13%	2%	4	0%	3%	-38%[56.9 µM]	7%
O=c1c(-c2ccccc2)n[nH]c2ccccc12	-6%	-8%	-16%	2%	-6	-3%	6%	-31%	2%
Cc1cc(C)c2cc(C)c3nnc(SCC(=O)NCc4ccc5c(c4)OCO5)n3c2c1	-19%	41%	-15%	-1%	12	-11%	10%	3%	-16%
CC(C)c1ccc(/C=C/C(=O)n2nnc3ccccc32)cc1	-13%	16%	-6%	-1%	-4	0%	14%	8%	-6%
C=CCn1ccc(=O)nc1SC	nt	nt	-1%	1%	-8	0%	nt	27%	-8%
CCOC(=O)Cc1nn(Cc2ccc(Cl)cc2)c(=O)c2ccccc12	-5%	25%	-3%	1%	-5	0%	11%	-16%	-9%
COc1ccc(NC(=O)CCN2CCN(CCO)CC2)cc1	-6%	43%	-9%	-6%	-6	-51%	nt	-5%	-5%
Clc1ccc(C=NNc2ccccn2)c(Cl)c1	nt	nt	-10%	-9%	-8	-17%	nt	-2%	-17%

Entries of single compounds as entered above:
Entry for `Cc1cc(C(=O)NNC(=S)NCc2ccco2)n(C)n1` → Apoferritin bind: 6%; POLB inh: ?; Pol kappa inh: -13%; ERG-DNA inh: 2%; LDHA block: 4; ALOX12 inh: 0%; APEX1 inh: 3%; RGS4 inh: -38%[56.9 µM]; Pol eta inh: 7%
Entry for `O=C(COc1coc(CN2CCc3ccccc3C2)cc1=O)Nc1cccc(F)c1` → Apoferritin bind: nt; POLB inh: nt; Pol kappa inh: 0%; ERG-DNA inh: 5%; LDHA block: 1; ALOX12 inh: -15%; APEX1 inh: 49%[activator]; RGS4 inh: -26%; Pol eta inh: -10%
Entry for `COc1ccc(C)cc1NC(=O)NCc1ccccn1` → Apoferritin bind: -8%; POLB inh: 6%; Pol kappa inh: -2%; ERG-DNA inh: -3%; LDHA block: -1; ALOX12 inh: -10%; APEX1 inh: 2%; RGS4 inh: 10%; Pol eta inh: -6%

Further results.
SMILES	Apoferritin bind	POLB inh	Pol kappa inh	ERG-DNA inh	LDHA block	ALOX12 inh	APEX1 inh	RGS4 inh	Pol eta inh
COc1ccc(CC(NC(C)=O)C(=O)NC2CCN(c3nc(C)cc(C)c3C#N)CC2)cc1 (centres undefined)	-3%	33%	-15%	1%	-11	-3%	-3%	2%[56.9 µM]	-11%
COC(=O)C1=C(O)/C(=C/c2ccc(OCC(=O)Nc3ccccc3)cc2)N=C1C	-7%	1%	-5%	4%	-3	18µM*	10%	-45%	-15%
CCC(Oc1ccccc1)C(=O)Nc1ccccn1 (centres undefined)	-6%	0%	-2%	15%	-2	?	-5%	-5%	-12%
CC1CC(C)(C)N(C(=O)CN2CCN(C)CC2)c2ccccc21 (centres undefined)	-6%	4%	-4%	1%	-35*	-7%	-7%	16%	8%
Cc1ccc(/C=N/NC(=S)Nc2cccc(S(=O)(=O)N(C)C)c2)o1	-7%	0%	11%	3%	-19	?	-2%	-17%	-1%
O=C(c1ccc2c(Cl)c3c(nc2c1)CCCC3)N1CCN(c2cccc(C(F)(F)F)c2)CC1	-5%	4%	-12%	?	-13	-20%	nt	20%	-9%
CCc1cc(C(=O)N2CCCC(CCC(=O)N3CCN(c4ccccn4)CC3)C2)no1 (centres undefined)	-8%	-15%	1%	1%	-5	17%	9%	-15%	-16%
Cc1ccc(/C=N/NC(=O)c2cccc(S(=O)(=O)Nc3ccccc3Cl)c2)s1	-9%	2%[57.1 µM]	-15%	4%	-6	-17%	-2%	-7%	-10%
CCc1ccc(C(=O)CSc2n[nH]c(-c3ccncc3)n2)cc1	?	2%	8%	5%	3	2%[57.4 µM]	-7%	1%	-3%
O=C(Oc1ccccc1-c1nnco1)c1ccc(Cl)cc1	?	5%	-2%	-8%	-1	7%	-3%	1%	-17%
Cc1[nH]c2ccccc2c1SCC(=O)O	-2%	-24%	-14%	-9%	-3	0%	4%	-14%	-23%
O=C(NCc1cc([N+](=O)[O-])ccc1O)c1cccc(NS(=O)(=O)c2ccccc2)c1	-1%	3%	1%	4%	-10	nt	-2%	-6%	-17%
COc1ccc(CN2CCN(CCCc3ccccc3)C(CCO)C2)c(OC)c1 (centres undefined)	-2%	1%	-10%	3%	-4	1%	10%	12%	-3%
CCCNC(=O)c1cc(Cl)c(NC(=O)C2=CSCCO2)cc1OC	-5%	2%	3%	10%	-2	11%	17%	-36%	-2%
Fc1cccc(CCN2CCNC[C@H]2Cc2cccc3ccccc23)c1	nt	nt	12%	3%	4	-7%	-8%	-19%	-7%
COC(=O)c1ccc(Cl)c(NC(=O)CN(c2ccc(OC)c(OC)c2)S(C)(=O)=O)c1	-5%	82%	-10%	-12%	-2	4%	10%	12%	-7%
CSc1ccccc1NC(=O)c1cc2ncc(Br)cn2n1	-6%	?	?	1%	1	-27%	-1%	?	45µM*
